Bioassay records from PubChem.
BH1578 lux ind: inducers of Vibrio cholerae quorum light production without autoinducers | V. cholerae BH1578 lux reporter, luminescence, 6 h | activation, % at 18.7 µM | actives 0.16% (n = 350,000) | AID 588436; in the data active = activation mostly above about 9.7%, no sharp cut-off; inconclusive = no clear call, values can overlap the other calls; inactive = mostly below about 3.7%; also: not every result past the cut was called active; inactives centre near 0; reference of the scale not given here
3CLpro inhibitor: SARS-CoV 3CLpro protease inhibition. P0C6X7. recombinant SARS-CoV 3CLpro, quenched FRET peptide cleavage. inhibition, % at 6 µM. actives 0.14% (n = 290,000). AID 1706; in the data active = inhibition above about 12%
Y pestis TopoI: inhibitors of Yersinia pestis topoisomerase I | Y. pestis Topo-I cleavage product accumulation, plate reader | actives 0.064% (n = 360,000) | activity, % at 10 µM; in the data active = activity above about 50%, passing the limit was not always enough; inconclusive = no clear call, values can overlap the other calls; also: inactives centre near 2
PriA SSB inh: K. pneumoniae PriA-SSBct interaction inhibition. actives 0.6% (n = 430,000). inhibition, % at 33 µM. AlphaScreen SSBct-PriA binding, biotinylated peptide; in the data active = inhibition mostly above about 37%, no sharp cut-off; inactive = mostly below about 20%;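 also: plate controls were negative control peptide for no effect and reference peptide for full effect; strong numbers were not always called active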
Anthrax LF prot: anthrax lethal factor protease inhibition; P15917; inhibition, % at 10 µM; actives 0.12% (n = 360,000); multiplex microsphere protease cleavage assay, LF; also: plate controls were buffer without enzyme for full effect and enzyme alone for no effect
Target sequence (P15917 whole entry, looked up): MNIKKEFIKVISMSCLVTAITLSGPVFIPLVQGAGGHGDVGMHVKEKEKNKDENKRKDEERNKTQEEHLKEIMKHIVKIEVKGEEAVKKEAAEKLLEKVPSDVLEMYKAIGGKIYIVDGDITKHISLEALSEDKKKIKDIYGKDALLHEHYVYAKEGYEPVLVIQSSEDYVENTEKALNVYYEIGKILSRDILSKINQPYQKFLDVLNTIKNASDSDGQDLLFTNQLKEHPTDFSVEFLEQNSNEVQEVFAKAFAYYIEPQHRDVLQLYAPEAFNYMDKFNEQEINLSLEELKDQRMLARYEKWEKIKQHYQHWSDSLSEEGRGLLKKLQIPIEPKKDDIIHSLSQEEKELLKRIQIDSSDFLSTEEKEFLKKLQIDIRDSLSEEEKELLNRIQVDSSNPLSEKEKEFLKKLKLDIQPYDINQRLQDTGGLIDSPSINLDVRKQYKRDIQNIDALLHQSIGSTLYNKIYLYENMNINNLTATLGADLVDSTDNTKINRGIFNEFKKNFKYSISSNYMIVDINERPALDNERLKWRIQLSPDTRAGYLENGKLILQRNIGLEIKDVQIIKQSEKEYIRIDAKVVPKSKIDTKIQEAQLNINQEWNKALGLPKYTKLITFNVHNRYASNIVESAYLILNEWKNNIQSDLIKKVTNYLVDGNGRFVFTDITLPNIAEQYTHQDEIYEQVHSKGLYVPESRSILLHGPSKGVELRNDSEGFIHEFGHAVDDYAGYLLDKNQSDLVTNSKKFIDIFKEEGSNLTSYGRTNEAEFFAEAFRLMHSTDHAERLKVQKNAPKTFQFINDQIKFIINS
PrPC surface inh: inhibitors of human cell surface prion protein PrPC; P04156; TR-FRET read-out; inhibition, % at 13.8 µM; actives 0.43% (n = 370,000); in the data active = inhibition above about 24%; also: 0% = median of the test wells and 100% = reference compound wells
TcdB GH inh: TcdB glycohydrolase inhibition. P18177. TcdB glycohydrolase enzymatic assay, plate reader. inhibition, % at 9.99 µM. actives 0.24% (n = 350,000). AID 652162; in the data active = inhibition above about 10%
PfHsp40 yeast: compounds rescuing yeast from Plasmodium falciparum HSP40 toxicity. actives 0.68% (n = 340,000). S. cerevisiae expressing PfHsp40, growth rescue, ATP luminescence. AID 504582. growth rescue, % at 12.5 µM; in the data active = growth rescue above about 28%, passing the limit was not always enough; inconclusive = no clear call, values can overlap the other calls;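 also: yeast W303a lacking pdr1 and pdr3 grown in galactose medium; growth measured after three days at 30 °C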
BoNT-A LC inh2: inhibitors of Botulinum neurotoxin A light chain protease; multiplex microsphere protease substrate cleavage, flow cytometry; inhibition, % at 10 µM; actives 0.17% (n = 360,000); also: plate controls were buffer without enzyme for full effect and enzyme alone for no effect
The depositor's hits bear a star; i = inactive; u = inconclusive; x = no result given; & = joins results of further samples. Rule as the data show it, unless noted: active = inhibition above about 30%; inconclusive = no clear call, values can overlap the other calls; inactive = below that. A portion of the library, so the mix of outcomes need not match the whole.

smiles	BH1578 lux ind	3CLpro inhibitor	Y pestis TopoI	PriA SSB inh	Anthrax LF prot	PrPC surface inh	TcdB GH inh	PfHsp40 yeast	BoNT-A LC inh2
CCCn1c(O)c(C=Nc2ccccc2)sc1=S	-0.2	3	-15	-10	-2	3	-0.2	2.6	6.9
C#CCOCCOCCOCCNc1nc(N2CCN(C(=O)CCCCCCCCCCNC(=O)[C@@H](CCC(=O)O)n3cc(CCCCCN)nn3)CC2)nc(N2CCN(C(=O)CCCCCCCCCCNC(=O)[C@H]([C@@H](C)CC)n3cc(CCCCCN)nn3)CC2)n1	-3.0	x	6	23	-4	x	x	-3.5	1.0
CN1CCN(P(=O)(c2ccccc2)c2nc3ccccc3s2)CC1 (stereo unspecified)	7.7	-3	2	-14	3	-4	x	-1.2	0.2
O=C(Nc1cccc(S(=O)(=O)N2CCCC2)c1)c1ccccc1OC(F)F	i	3	13	-7	3	10	-3.0	-0.6	-1.1
COc1ccc(C(=O)N/C(=C\c2ccccc2)C(=O)Nc2ccccc2C(=O)O)cc1	-0.3	x	3	-5	0	5	-1.7	0.7	0.4
CCOC(=O)[C@@H]1[C@H]2COc3ccc(Br)cc3[C@@H]2N2C(=O)N(c3ccc(OC)cc3)C(=O)[C@]12C	1.4	-4	4	-6	-3	x	x	-1.0	-1.1
COCCNC(=O)[C@H]1N2C(=O)c3ccccc3C2SC1(C)C (stereo partly specified)	i	4	-1	-2	1	4	1.0	1.1	-2.8
Cc1cc2nc(CCN3CCOCC3)n(S(=O)(=O)c3ccc(C(C)(C)C)cc3)c2cc1C	-1.7	1	-4	6	-7	4	x	-0.4	-1.5
CC1(C)CC(NC(=O)C2CCCCC2)CC(C)(C)N1	-2.1	-1	8	-8	2	-3	-0.1	-0.3	-2.8
CCCCn1ccnc1C(=O)c1cccc(S(=O)(=O)N2CC(C)CC(C)C2)c1 (stereo unspecified)	i	7	5	-23	-8	12	x	0.5	-0.2
CCN(CC)S(=O)(=O)c1ccc(N2CCOCC2)c(NC(=O)c2ccc(OC)c([N+](=O)[O-])c2)c1	-3.7	2	3	-1	3	0	0.3	-0.6	0.0
Cc1ccc(NS(=O)(=O)c2ccc(C(=O)NCCCN3CCOCC3)cc2)cc1	-0.3	x	2	-1	x	-10	0.5	0.4	x
COc1ccc(Cl)cc1S(=O)(=O)N1CCC(C(=O)NCC2CCCO2)CC1 (stereo unspecified)	i	3	2	-18	1	1	-0.1	-0.4	-0.8
Cc1c(N=C2Nc3cccc4cccc2c34)c(=O)n(-c2ccccc2)n1C	-0.8	1	27&3	-6	5&5	-5&-3	2.2&-8.9	0.3&3.3	0.2&2.4
C/C(=N\NC(=O)c1nn(C)c(C)c1Br)c1cccc(NC(=O)c2ccc(F)cc2)c1	i	-4	22	x	-2	-1	0.0	7.2	0.0
COc1cc(OC)c(OC)cc1CN(C)CC1CCCN(CCc2ccccc2F)C1 (stereo unspecified)	-0.6	1	12	-1	x	-6	0.4	-0.5	x
Cc1ccc(-c2nc3ccccc3c(=O)n2CCN2CCOCC2)cc1	i	-2	0	-6	u	-10	x	-2.2	u
COc1ccc(CSc2nnc(C)s2)cc1F	-0.4	5	6	-13	-8	-7	1.3	0.5	-1.4
Fc1ccc(N2CCN(C(c3cccs3)c3nnnn3C3CCCC3)CC2)cc1 (stereo unspecified)	-0.4	1	33	10	-2	4	x	8.7	-0.5
CN(C)S(=O)(=O)c1ccc2c(c1)C(=O)c1cc(S(=O)(=O)N(C)C)ccc1CC2	-4.0	x	-7	7	2	7	1.5	-1.3	-0.4
O=C(Nc1ccc2c(c1)OCCO2)C1CC(O)CN1C(=O)Nc1ccccc1 (stereo unspecified)	-0.1	-3	5	-4	15	4	0.3	-1.3	0.6
CC(C)CCNC(=O)c1onc(CSc2ccc(F)c(F)c2)c1C(=O)NCCC(C)C	i	x	3	-11	-8	4	1.6	37*	-0.4
Nc1nc(CSc2nnnn2-c2ccccc2)nc(N2CCCc3ccccc32)n1	-0.8	2	13	14	-5	0	x	6.4	-0.2
COc1ccc(C)cc1NC(=O)CNC(c1ccccc1)c1ccccc1	-0.4	4	37	-6	-3	15	0.5	1.1	-1.5
CC(=O)c1cc(CN2CCN(Cc3ccc(C)cc3)C(CCO)C2)cs1 (stereo unspecified)	i	-3	4	-9	0	-5	1.4	0.2	0.0
C[N+]1(C2CCC3CCC2C3O)CCCC1 (stereo unspecified)	-0.3	3	-1	1	3	2	0.3	-1.6	3.4
CCOc1ccc2[nH]c(C(=O)N/N=C/c3cccc(OC)c3OC)cc2c1	1.4	0	-3	x	-11	9	-7.6	-0.7	-3.0
COc1cccc(C(NC(C)=O)c2nc(-c3ccccc3OC)cs2)c1 (stereo unspecified)	i	x	12	x	-1	-11	-0.6	x	0.0
CC(=O)c1cc(-c2ccccc2)n(CC(=O)N2CCC(C)CC2)c1C	i	4	12	3	0	x	0.8	-0.1	u
Cc1c(Cl)cccc1NC(=S)NCCCN(C)C	0.8	1	1	4	1	-1	0.1	0.0	-0.6
Oc1ccc(Nc2nc(-c3cccnc3)cs2)cc1	-2.0	3	-20	-8	12	x	x	-0.9	0.7
Cc1nc2ccc(S(=O)(=O)NCC(=O)N3CCN(c4ccccn4)CC3)cc2s1	-0.1	0	-4	-12	-5	1	x	1.2	-0.7
Cn1c(NCc2ccccc2)nc2c1c(=O)n(Cc1ccc(Br)cc1)c(=O)n2C	i	0	9	8	1	-5	x	1.2	-1.0
Cc1ccc(S(=O)(=O)N2CCN(C(=O)COC(=O)COc3ccccc3C(C)C)CC2)c(C)c1	i	x	-12	-7	-5	4	0.5	1.3	-0.3
Cn1c2ccccc2c(=O)c2c(=O)n(-c3ccc(F)cc3)c(C3CCCCC3)nc21	-0.1	x	2	-2	-2	-2	-0.9	0.1	-2.0
Cc1ccc(N2C(=O)Nc3cc(Cl)c(Cl)cc3N2O)cc1Cl	1.0	-4	-16	-9	-1	4	0.3	1.3	-0.6
O=C(CCCCCn1c(=S)[nH]c2ccccc2c1=O)N1CCOCC1	-0.7	5	5	-7	1	-4	x	3.4	0.4
O=C(COc1ccccc1)Nc1c(C(=O)N2CCC(N3CCCCC3)CC2)oc2ccccc12	i	1	-4	-2	-1	-10	2.0	0.6	-3.3
CNC(=O)c1cc(C(=O)c2ccc(F)cc2C(F)(F)F)c[nH]1	0.6	-8	3	3	5	2	-0.3	-0.8	-0.5
Cc1nc(SCc2nc3ccc(Br)cc3[nH]2)c2oc3ccccc3c2n1	-0.7	x	17	-26	-7	-6	2.2	7.3	-0.1
C#CCOCCOCCOCCNc1nc(N2CCN(C(=O)C([C@@H](C)CC)n3cc(C(N)CC(C)C)nn3)CC2)nc(N2CCN(C(=O)[C@H](CCC(=O)O)n3cc(C(N)CC(C)C)nn3)CC2)n1 (stereo partly specified)	8.3	2	10	-23	-7	x	x	0.4	0.7
Cc1ccc(S(=O)(=O)NNC2CC(=O)N(c3ccc(Br)cc3)C2=O)cc1 (stereo unspecified)	-2.0	0	-6	4	0	0	1.3	1.6	-0.4
COc1ccc(Nc2ccnc3ccccc23)cc1	-0.4	-2	-4	-7	2	-12	x	-0.9	0.0
CN(C)/C=N/S(=O)(=O)c1ccc(Cl)c(Cl)c1	0.5	-3	5	x	x	5	0.9	-1.8	x
O=c1[nH]c(CSc2ncc(C(F)(F)F)cc2Cl)nc2cc(C(F)(F)F)ccc12	-0.6	5	-10	-5	1	3	3.4	-0.8	1.1
CC(=O)c1sc(NC(=O)CCCOc2ccccc2C)nc1C	-0.4	9	8	-1	2	9	1.0	-1.5	-0.6
O=C1C=C(c2ccccc2Oc2ccccc2)C[C@@H](c2ccc3c(c2)OCO3)C1	i	x	40	-10	-3	13	1.1	2.4	-0.1
COc1ccc(N2CCN(C(=O)CCCOc3cc(=O)n(C)c4ccccc34)CC2)cc1	i	3	18	2	-4	-1	x	1.0	-1.0
CCC1C(=O)CC(c2ccco2)NC1c1ccco1 (stereo unspecified)	i	-9	-9	8	5	-3	x	-0.7	0.2
COc1ccc(/C=C2\SC(=S)N(CCC(=O)N3CCCCC3CCO)C2=O)cc1 (stereo unspecified)	-0.3	6	23	-4	3	4	1.7	-0.6	3.7

Further records follow.
smiles	BH1578 lux ind	3CLpro inhibitor	Y pestis TopoI	PriA SSB inh	Anthrax LF prot	PrPC surface inh	TcdB GH inh	PfHsp40 yeast	BoNT-A LC inh2
COc1ccc(CC(=O)Oc2ccc(C(C)(C)C)cc2)cc1S(=O)(=O)N1CCOCC1	-1.5	x	32	1	-4	-2	1.1	0.0	u
COc1ccc2nc(N3C(=O)CC(Cc4cc(C)cc(C)c4)C3=O)sc2c1 (stereo unspecified)	i	-4	35	11	-1	-2	x	-1.3	-0.2
NNc1nc2sc3c(c2c(=O)n1Cc1ccccc1)CCC3	-0.5	-3	2	-3	-11	5	0.5	0.3	0.3
CCOc1ccc(Cl)cc1Nc1nc(NCCO)nc(N2CCCC2)n1	i	x	14	-12	-2	0	-1.7	8.1	-0.9
CC(=O)N1c2ccc(S(=O)(=O)NCC3CCC(C(=O)N4CCCC(C)C4)CC3)cc2CC1C (stereo unspecified)	i	-2	22	-7	0	-5	0.4	-0.4	0.4
COc1ccc(-c2csc(C(O)c3cccnc3)n2)cn1 (stereo unspecified)	-0.3	x	1	x	-6	6	0.7	x	-0.2
O=c1[nH]c(/C=C\c2cccnc2)c([N+](=O)[O-])c(=O)[nH]1	-0.5	-6	2	-1	-8	-30	0.1	-2.1	-0.6
C/C(=N\NC(=O)CC1N=C(Cc2ccccc2)NNC1=O)c1ccncc1 (stereo unspecified)	i	6	2	x	0	8	0.7	0.6	0.4
CN(CC(=O)NC1CCCc2ccccc21)S(=O)(=O)c1ccc2c(c1)c(=O)n(C)c(=O)n2C (stereo unspecified)	0.1	-2	-10	-13	4	-9	1.9	0.5	-0.2
CC(C)(C)c1ccc(OCC(=O)N2CCN(c3ccccn3)CC2)cc1	i	x	23	-3	-5	-7	0.6	2.8	-0.8
Cc1ccc(C(=O)C[n+]2cc(Br)cc(Br)c2)cc1	-0.6	1	3	-2	0	-9	0.8	-0.4	-1.2
Fc1cccc(Cc2c(-c3cccc(Br)c3)nc3ccc(Cl)cn23)c1	x	x	x	x	5	-22	2.2	x	0.6
CC1Oc2ccccc2N(Cc2ccc(F)cc2)C1=O (stereo unspecified)	-0.6	1	11	-14	-6	3	1.7	0.6	-4.3
NC(=O)c1ccc(N2CCN(S(=O)(=O)c3cccs3)CC2)c([N+](=O)[O-])c1	-0.5	x	3	-4	-6	-20	2.9	0.3	0.0
COc1cc(OC)c(CN2CCCN(C)CC2)cc1Br	0.0	2	3	15	14	-7	0.4	-1.4	-1.3
O=C(COC(=O)c1ccc2ccccc2n1)Nc1cccc(S(=O)(=O)NC2=NCCCCC2)c1	i	0	26	-15	-1	6	1.6	-0.5	-1.6
CC1CN(S(=O)(=O)c2ccc(Cl)c(C(F)(F)F)c2)CC(C)O1 (stereo unspecified)	-0.1	5	6	-20&-7	2	2	2.3	-0.8	u
CC(C)NC(=O)c1ccc(CONC(=O)OCc2ccccc2)cc1	-0.3	x	-1	x	-4	2	2.0	x	-0.2
